Screening results deposited in PubChem BioAssay by Dana-Farber Cancer Institute and Novartis Institutes for BioMedical Research (Cambridge, Mass).
OTUD3 inh: inhibitors of human OTUD3 deubiquitinase; inhibition, % at 25 µM; purified OTUD3, Ub-rhodamine fluorescence, 2 h; OTU domain-containing protein 3 (Homo sapiens), Q5T2D3; actives 0.7% (n = 47,000); AID 1645858, 2021
Target sequence (Q5T2D3 whole entry, looked up, the tested form may be a part): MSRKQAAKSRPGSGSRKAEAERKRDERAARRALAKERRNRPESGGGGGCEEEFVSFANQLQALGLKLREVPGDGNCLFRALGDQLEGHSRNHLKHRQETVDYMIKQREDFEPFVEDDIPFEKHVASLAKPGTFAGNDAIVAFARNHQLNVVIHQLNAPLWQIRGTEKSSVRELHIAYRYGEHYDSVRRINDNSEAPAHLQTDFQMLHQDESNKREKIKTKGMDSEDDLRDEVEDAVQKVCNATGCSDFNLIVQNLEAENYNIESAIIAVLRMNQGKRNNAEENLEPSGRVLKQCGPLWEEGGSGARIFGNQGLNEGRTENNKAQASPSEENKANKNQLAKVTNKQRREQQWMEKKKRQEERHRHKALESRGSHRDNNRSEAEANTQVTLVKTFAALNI
USP8 block: inhibitors of human USP8 deubiquitinase | inhibition, % at 20 µM | Ubiquitin carboxyl-terminal hydrolase 8 (Homo sapiens), P40818 | purified USP8, Ub-rhodamine cleavage fluorescence, 30 min | AID 1645853, 2021 | actives 4.2% (n = 47,000)
USP10 block: inhibitors of human USP10 deubiquitinase | inhibition, % at 20 µM | purified USP10, Ub-rhodamine fluorescence, 60 min | AID 1645856, 2021 | actives 1.1% (n = 47,000)
USP28 block: inhibitors of human USP28 deubiquitinase; AID 1645857, 2021; Ubiquitin carboxyl-terminal hydrolase 28 (Homo sapiens), Q96RU2; purified USP28, Ub-rhodamine cleavage fluorescence, 30 min; inhibition, % at 25 µM; actives 3% (n = 47,000)
USP7 inh: inhibitors of human USP7 deubiquitinase; purified USP7, Ub-rhodamine cleavage fluorescence; inhibition, % at 20 µM; actives 0.3% (n = 47,000)
UCHL1 inh: inhibitors of human UCHL1 deubiquitinase | Ubiquitin carboxyl-terminal hydrolase isozyme L1 (Homo sapiens), P09936 | inhibition, % at 20 µM | actives 0.2% (n = 47,000) | purified UCHL1, Ub-rhodamine cleavage fluorescence
USP30 block: inhibitors of human USP30 deubiquitinase | purified USP30, Ub-rhodamine cleavage fluorescence | inhibition, % at 25 µM | actives 5.3% (n = 47,000)
USP17 block: inhibitors of human USP17 deubiquitinase; purified USP17, Ub-rhodamine cleavage fluorescence, 3 h; inhibition, % at 50 µM; actives 6.5% (n = 47,000)
Target sequence (A8MUK1 whole entry, looked up): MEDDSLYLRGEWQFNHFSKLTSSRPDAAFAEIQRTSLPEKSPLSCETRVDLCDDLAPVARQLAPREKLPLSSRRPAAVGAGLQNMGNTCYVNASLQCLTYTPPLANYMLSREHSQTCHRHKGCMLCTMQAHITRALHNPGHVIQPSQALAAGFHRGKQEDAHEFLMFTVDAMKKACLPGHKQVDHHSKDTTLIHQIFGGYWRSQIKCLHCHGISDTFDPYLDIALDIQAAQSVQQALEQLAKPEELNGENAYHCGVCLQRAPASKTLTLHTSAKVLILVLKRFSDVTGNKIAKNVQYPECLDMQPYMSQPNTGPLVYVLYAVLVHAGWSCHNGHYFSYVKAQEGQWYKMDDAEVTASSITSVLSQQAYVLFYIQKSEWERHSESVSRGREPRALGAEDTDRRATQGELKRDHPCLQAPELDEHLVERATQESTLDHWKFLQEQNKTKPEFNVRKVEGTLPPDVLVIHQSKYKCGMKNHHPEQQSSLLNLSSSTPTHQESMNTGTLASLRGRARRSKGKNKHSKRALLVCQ
* marks the source's active call; other numbers are inactive results; · = not tested or not shown. Rule as the data show it: active = inhibition above about 30%; inactive = the rest.

Values run as follows: OTUD3 inh, USP10 block, USP17 block, USP28 block, USP8 block, USP30 block, UCHL1 inh, USP7 inh
> O=C(c1cc(Cl)ccc1F)N1CCC(c2nc(C3CC3)n[nH]2)CC1
    -13, 5, -3, -1, 1, 5, -4, -5
> Cc1ccccc1-c1cc(CC2(C(=O)O)CCCN(C(=O)C3CC3)C2)on1 (stereo not drawn)
    12, 0, 11, 10, -15, 20, -2, 4
> O=C(c1ccc(F)cc1)N1CCN(Cc2nnnn2-c2ccccc2)CC1
    -2, 2, -6, 0, -38, -2, -3, -2
> Cc1nc(C2CCNCC2)cc(N2C(=O)OCC2Cc2ccccc2)n1 (stereo not drawn)
    3, 0, -15, 0, -92, 6, 0, 5
> CCOc1ccc(CCNC(=O)C(Cc2ccccc2)N2Cc3ccccc3C2=O)cc1 (stereo not drawn)
    6, 5, 6, 4, -2, 10, 0, 0
> Cc1nc(C)n(CC2CN(Cc3cc(C#N)ccc3F)CCO2)n1 (stereo not drawn)
    -14, -6, -18, -20, -26, -32, -5, -1
> O=[N+]([O-])c1ccc2nc(N3CCOCC3)sc2c1
    -30, -4, -55, -28, -112, -20, -1, -21
> Nc1ncnc2c1ncn2[C@@H]1O[C@H](CO)C[C@@H]1O
    50*, 28, 50*, 44*, 17, 29, 16, 30*
> COC(=O)c1[nH]c2cscc2c(=O)c1C(=O)OC
    -2, -8, -11, -9, 5, -69, 0, -3
> CCOC(=O)c1sc2nc(C)cc(C)c2c1NC(=O)c1ccc(S(=O)(=O)N(C)C)cc1
    8, 0, 4, 14, 16, 21, 4, 6
> Cc1ccc(N(CC(=O)NC2CCCCC2)C(=O)CCC(=O)Nc2ccccn2)cc1C
    -2, 2, -7, -1, -1, 4, -2, 4
> Cc1nc(-c2cc(S(=O)(=O)N3CCCC3)cn2C)sc1C(=O)N1CCCCC1
    -5, -7, -12, -12, -6, -26, -2, 0
> CC(=O)N[C@H](C)C(=O)N1CCC2(C/C=C/CCOc3ccccc3C(=O)NC2)CC1
    0, 0, -1, 5, 1, 11, 0, 1
> Cc1cccc(C)c1NC(=O)c1ccn(COc2ccccc2)n1
    0, -1, -1, 36*, 3, 15, 0, -1
> CC(C)C[C@H](NC(=O)[C@@H](Cc1ccccc1)n1c(=O)[nH]c2ccccc2c1=O)C(=O)N[C@H](Cc1ccccc1)C(=O)O
    0, 8, 8, 7, -34, 10, -2, 2
> O=C(c1ccc(-c2cncnc2)nc1)N1CCN(c2ccccc2F)CC1
    -12, -1, -13, -12, -15, -38, -2, -5
> Cc1ccc(NC(=O)CSc2ncc(CO)n2Cc2ccc(Cl)cc2)c(C)c1
    -2, 2, -6, -2, 2, -6, 3, -19
> CC1(c2ccc3c(c2)OCCCO3)NC(=O)N(Cc2cccc3ccccc23)C1=O (stereo not drawn)
    2, 5, 4, 10, 2, 9, 6, -63
> O=C(NCc1nnc(SCc2cccnc2)o1)c1cccs1
    9, 3, 5, 4, 1, 6, 1, 3
> O=C(CSc1nc2ccsc2c(=O)n1Cc1ccccc1)Nc1ccccc1C(F)(F)F
    2, 3, 55*, ·, -1, ·, 0, 3
> Cc1cccnc1NC(=O)C1(c2ccccc2)CCCC1
    -11, 1, -5, -16, -4, 6, 0, 0
> Cc1cc(C(=O)N2CC[C@@H]3CN(Cc4ccc(Cl)cc4)S(=O)(=O)[C@@H]3CC2)no1
    -9, -1, -18, -9, -13, -29, -1, -9
> O=C(C1CCN(c2cc(N3CCCCC3)ncn2)CC1)N1CCCCC1
    0, -1, -10, ·, -4, ·, -1, 0
> Cc1ccc(C(O)Cn2cc(C(=O)Nc3ccc(C)c(F)c3)nn2)cc1 (stereo not drawn)
    3, 6, 6, 12, 15, 25, 3, 10
> O=[N+]([O-])c1ccc(CN2CCC(c3cc(-c4ccc(Cl)cc4)n[nH]3)CC2)cc1
    -2, 12, -7, 3, -22, -1, 11, 4
> CCOc1ccc2nc(SC3CCOC3=O)sc2c1 (stereo not drawn)
    -3, 0, -21, 10, 2, -27, -2, -8
> NC(=O)C1(c2cnccn2)CCCN1Cc1cc2ccccc2o1 (stereo not drawn)
    -7, 0, 3, -16, -1, -20, 0, -27
> O=S(=O)(NC1CCN(c2ncnc3c2CCC3)C1)c1cccnc1 (stereo not drawn)
    -3, -1, 1, -8, 11, -19, -3, 0
> O=C1CC(=O)C(n2cncn2)C(c2ccc(Cl)cc2)C1 (stereo not drawn)
    -4, 3, 3, 0, -3, 0, 0, -1
> Cc1cc(C)c(NC(=O)CCCc2nc(-c3ccccc3)no2)c(C)c1
    -1, 6, 1, -5, -14, 6, -1, 0

Quoted at random: six entries already listed.
Values run as follows: OTUD3 inh, USP10 block, USP17 block, USP28 block, USP8 block, USP30 block, UCHL1 inh, USP7 inh
> Cc1cccnc1NC(=O)C1(c2ccccc2)CCCC1
    -11, 1, -5, -16, -4, 6, 0, 0
> Cc1ccc(C(O)Cn2cc(C(=O)Nc3ccc(C)c(F)c3)nn2)cc1 (stereo not drawn)
    3, 6, 6, 12, 15, 25, 3, 10
> O=C(c1ccc(F)cc1)N1CCN(Cc2nnnn2-c2ccccc2)CC1
    -2, 2, -6, 0, -38, -2, -3, -2
> O=C(C1CCN(c2cc(N3CCCCC3)ncn2)CC1)N1CCCCC1
    0, -1, -10, ·, -4, ·, -1, 0
> NC(=O)C1(c2cnccn2)CCCN1Cc1cc2ccccc2o1 (stereo not drawn)
    -7, 0, 3, -16, -1, -20, 0, -27
> Cc1cccc(C)c1NC(=O)c1ccn(COc2ccccc2)n1
    0, -1, -1, 36*, 3, 15, 0, -1

The listing continues:
Values run as follows: OTUD3 inh, USP10 block, USP17 block, USP28 block, USP8 block, USP30 block, UCHL1 inh, USP7 inh
> O=C(O)c1c(Oc2ccc(Cl)cc2)c(-c2ccccc2)nc2ccccc12
    9, 6, 16, 4, 10, 14, -1, 0
> O=c1c2ccsc2ncn1Cc1ccccc1F
    -8, 0, -14, 32*, 2, 1, 0, ·
> CC1(C)CCC2(C(=O)O)CC[C@]3(C)C(=CC[C@@H]4[C@@]5(C)CCC(O)C(C)(C)[C@@H]5CC[C@]43C)C2C1 (stereo partly drawn)
    5, 10, 9, 6, 4, 12, 0, 4
> COc1ccccc1CC(=O)Nc1cnc(-c2ccccc2)nc1
    0, 5, -13, -2, -2, -6, 1, ·
> O=C(c1cnc2n1CC(c1cccc(C(F)(F)F)c1)CC2)N1CC(O)C1 (stereo not drawn)
    3, 0, 6, 1, -2, 18, 0, -1
> C[C@@H](C[C@@H](O)[C@@H]1OC1(C)C)[C@@H]1CC[C@]2(C)C3=CCC4C(C)(C)C(=O)CC[C@]4(C)C3CC[C@@]12C (stereo partly drawn)
    12, 29, 28, 9, 27, 16, 14, 13
> O=C(Cn1cc(S(=O)(=O)N2CCCCC2)ccc1=O)N1CCc2ccccc21
    4, 10, 9, 2, 5, 7, 3, 6
> Cc1[nH]ncc1C(=O)N1CCCC(c2cccc(-n3ccnc3C)n2)C1 (stereo not drawn)
    12, 1, 40*, 4, 8, 9, 1, 3
> CCN(C)C(=O)c1cnc(-c2noc3cc(N4CCCC4)ccc23)s1
    -4, -2, -9, -1, -39, -8, 0, -17
> COc1ccccc1OCC(=O)Nc1cccc2ccc(C)nc12
    4, -1, 47*, 4, 4, 34*, 0, 3
> CCn1c(CNC(=O)c2cccc(C)c2)nnc1SCC(=O)N1CCc2ccccc21
    -9, -2, 9, -14, -8, -4, -8, -8
> O=c1[nH]cnc2c(-c3ccccc3)nsc12
    -3, -3, -5, -8, -6, -31, -6, -6
> O=C(NC1CCCC1)c1cn(-c2nc(CN3CCOCC3)c3ccccn23)cn1
    -5, -3, -7, -8, -15, -81, -1, 0
> CCn1cc(C(=O)CSc2ncn[nH]2)c2ccccc21
    -1, 2, -5, 3, 0, 2, -2, 1
> O=C(c1cccnc1)N1CCCn2nc(-c3ccc(Cl)cc3)cc2C1
    1, -3, 13, 6, 10, 18, -3, -3
> COc1ccc(C2C3=C(CC(C)(C)CC3=O)Nc3ccccc3N2C(=O)c2ccccc2)cc1 (stereo not drawn)
    0, -6, 35*, -7, -1, -5, -2, -1
> COc1c(O)cc(C2Oc3cc(O)cc(O)c3CC2O)cc1O (stereo not drawn)
    9, -11, -18, 2, -30, -6, -1, 2
> N#Cc1c(C(F)(F)F)cc(-c2ccccc2)nc1N1CCOCC1
    0, -2, 30*, -5, -5, 0, -2, 0
> O=C(Nc1ccc2c(c1)OCCCO2)c1cc(=O)[nH]c2ccccc12
    -1, 3, 46*, ·, 1, ·, 1, 3
> CCC(=O)N1CCc2c(nc(NCc3ccc(OC)cc3)n(C)c2=O)C1
    10, 0, 1, 5, 10, 13, 2, 1
> O=C(Cn1cccc1-c1nnc(C2CC2)o1)N1CCN(c2ccccc2)CC1
    0, -2, -10, ·, 0, ·, 0, 0
> CCOC(=O)C1CCN(C(=O)c2ccc3c(c2)NC(=O)C(CS(=O)(=O)Cc2ccccc2Cl)N3)CC1 (stereo not drawn)
    -36, -12, 0, -48, 49*, -231, -3, -14
> CCC(=O)N1CCc2ccccc2C1C(=O)NCc1ccc2c(c1)OCO2 (stereo not drawn)
    11, -4, 5, 9, 8, 4, 1, -45
> O=C(O)C1Cc2ccccc2CN1S(=O)(=O)c1ccc2ccccc2c1 (stereo not drawn)
    0, 3, 15, 4, -168, -39, -3, 0
> O=C(C1CCNCC1)N1CCC(O)(Cn2ccc3ncccc32)CC1
    -5, -5, -23, -9, -258, -38, 0, 0
> Cc1nc(-c2ncc[nH]2)cc(C2CCN(C(=O)c3cccnc3)CC2)n1
    13, 1, 4, 6, 9, 8, 2, 5
> O=C(Nc1nc2c(s1)CN(C(=O)/C=C/c1ccco1)CC2)c1cnccn1
    4, -12, -4, 2, -81, -107, 6, -39
> CCc1ccccc1NC(=O)c1cn(-c2ncccc2-c2nc(C)no2)cn1
    5, -1, 3, 1, 5, 12, 0, 0
> O=C(NCc1ccccc1)c1ccc(CS(=O)c2ccccc2Cl)o1 (stereo not drawn)
    2, -1, 4, -2, 12, 6, -1, 0
> Cc1ccc(S(=O)(=O)N2CCN(c3cc(-c4ccncc4)[nH]n3)CC2)cc1
    4, 1, ·, 13, -37, 9, 3, 8

The list goes on.
Values run as follows: OTUD3 inh, USP10 block, USP17 block, USP28 block, USP8 block, USP30 block, UCHL1 inh, USP7 inh
> Cc1ccccc1CN1C[C@H]2CN(C(=O)C(C)C)C[C@H]21
    -6, -2, -10, -12, 11, -7, -4, 1
> Cc1c(S(=O)(=O)N2CCCCC2)cc(C(=O)N2CCN(c3ccc(F)cc3)CC2)n1C
    -7, -3, -4, -4, -4, -4, -1, -4
> CC1CCN(c2nc(-c3ccc(Cl)cc3)nc3ccccc23)CC1
    -5, 0, -2, -18, -2, -16, -3, -2
> Cc1noc(/C=C/Nc2ccc(OC(F)(F)F)cc2)c1[N+](=O)[O-]
    -2, 10, -6, -19, 41*, -25, -2, 8
> Cc1ccc(S(=O)(=O)N2CCN(C(=O)CN3CCc4ccccc43)CC2)cc1
    -25, -9, 4, -18, 0, -65, -2, -5
> O=C(NC1CCCC1)c1cc(-c2cccnc2)n(-c2ccccc2)n1
    13, 2, 24, 20, 21, 33*, 1, 3
> COc1cc2c(cc1OC)C(COc1ccccc1OC)N(C(=O)c1ccc3ccccc3c1)CC2 (stereo not drawn)
    1, -3, 52*, 4, 88*, -31, 8, 2
> Cc1nn(C)cc1C(=O)N1CCC2(CC1)CC1(CO2)Nc2ccccc2-n2cccc21 (stereo not drawn)
    -20, -2, 38*, -20, 57*, -36, 0, 0
> COc1cc2c(cc1OC)C(C)N(C(=O)c1ccccc1C(=O)O)CC2 (stereo not drawn)
    10, 3, 3, 1, 15, 18, 1, 2
> Cc1cccc(C(=O)N2CCC[C@@H](Cn3nnc4c(=O)[nH]c(C)nc43)C2)c1
    0, 2, -23, -16, 4, 0, 1, 3
> Cc1cc(N2CCCC2)n2nc(CN3CCN(C(C)C)CC3)nc2n1
    5, -2, 8, 3, 13, 10, 0, 4
> O=C(c1ccccc1F)N1CCC[C@@H]1Cn1nnc(-c2cccnc2)n1
    0, 0, 0, 4, -1, 4, -1, 1
> COCCN1C[C@H]2COc3ccccc3[C@H]2N(C(=O)c2ccc(OC)cc2)CCC1=O
    11, 4, 13, 16, 17, 14, 0, 4
> COc1ccc2c(c1)[nH]c1c(N3CCSCC3)ncnc12
    0, 1, -5, -4, 12, 0, 4, 9
> O=C1COc2ccc(S(=O)(=O)N3CCCC(C(=O)NCc4ccccc4)C3)cc2N1 (stereo not drawn)
    -1, 3, -3, 1, -14, 10, 2, 3
> CCc1nc(NC(=O)c2cnn(-c3ccc(F)cc3)c2)n[nH]1
    0, 8, 18, ·, 5, ·, 5, 3
> CCC(C)C1NC(=O)C(C)NC(=O)C(Cc2ccccc2)N(C)C(=O)C2CCCN2C(=O)c2ccccc2NC1=O (stereo not drawn)
    -1, -6, -18, 0, -21, -64, -1, -18
> Cc1cnc(C2CN(S(=O)(=O)c3ccccc3C)CCO2)cn1 (stereo not drawn)
    -3, 4, -10, 0, -1, -5, 4, 0
